Screening data (PubChem BioAssay)
SENP8 block-1 = inhibitors of human SENP8 protease; inhibition, % at 10 µM; AID 2540; Q96LD8; purified SENP8, Z-RLRGG-aminoluciferin cleavage, luminescence; actives 1.2% (n = 330,000); in the data active means inhibition above about 50%
Target sequence (Q96LD8 whole entry, looked up): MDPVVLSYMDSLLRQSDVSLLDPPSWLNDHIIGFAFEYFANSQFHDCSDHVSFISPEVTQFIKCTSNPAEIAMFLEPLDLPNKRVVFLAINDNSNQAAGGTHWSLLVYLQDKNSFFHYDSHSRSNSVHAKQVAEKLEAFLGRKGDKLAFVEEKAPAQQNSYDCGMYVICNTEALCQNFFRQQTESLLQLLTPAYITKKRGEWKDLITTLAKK
SENP7 inh = inhibitors of human SENP7 protease. AID 434973. recombinant SENP7, Z-RLRGG-aminoluciferin luminescence, 40 min. actives 1.5% (n = 330,000). inhibition, % at 5 µM. Q9BQF6;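 active means inhibition above about 50% at the single test dose, limit read from the data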;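 further: plate controls were DMSO with enzyme for no effect and no enzyme buffer wells for full effect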
Target sequence (Q9BQF6 706-1050 limits assumed): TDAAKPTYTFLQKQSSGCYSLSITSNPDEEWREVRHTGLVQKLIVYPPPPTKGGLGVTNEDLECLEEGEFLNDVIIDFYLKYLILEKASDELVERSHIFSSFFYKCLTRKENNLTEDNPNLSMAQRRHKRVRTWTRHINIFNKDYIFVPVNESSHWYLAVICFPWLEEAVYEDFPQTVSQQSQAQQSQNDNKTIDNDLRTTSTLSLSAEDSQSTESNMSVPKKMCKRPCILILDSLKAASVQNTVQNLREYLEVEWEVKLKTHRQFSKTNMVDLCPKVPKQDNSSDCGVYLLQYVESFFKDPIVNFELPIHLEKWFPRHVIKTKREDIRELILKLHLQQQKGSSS
A3G deaminase = blocks human APOBEC3G single-stranded DNA deamination; Q9HC16; recombinant A3G, ssDNA deamination FAM/TAMRA fluorescence; inhibition, % at 20 µM; actives 0.28% (n = 330,000); AID 493012;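 active means inhibition of at least 40% at 20 µM, with no more than 30% in the related APOBEC3A deaminase screen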;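 further: plate controls were DMSO wells with A3G for no effect and wells lacking A3G enzyme for full effect; some compounds called inactive have numbers as strong as hits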
SENP8 block-2 = inhibitors of human SENP8 protease | AID 602440 | inhibition, % at 20 µM | recombinant SENP8, Nedd8 substrate fluorescence | actives 0.64% (n = 360,000) | Q96LD8; in the data active means inhibition mostly above about 40%, no sharp cut-off; inactive means mostly below about 27%
SENP6 inh = inhibitors of human SENP6 protease. Q9GZR1. Recombinant SENP6 catalytic domain, aminoluciferin luminescence. inhibition, % at 10 µM. actives 1.8% (n = 330,000);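 active means inhibition above about 50% at the single tested dose, limit read from the data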;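 further: plate controls were DMSO wells with enzyme for no effect and DMSO wells lacking enzyme for full effect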
Target sequence (Q9GZR1 628-1112 limits assumed): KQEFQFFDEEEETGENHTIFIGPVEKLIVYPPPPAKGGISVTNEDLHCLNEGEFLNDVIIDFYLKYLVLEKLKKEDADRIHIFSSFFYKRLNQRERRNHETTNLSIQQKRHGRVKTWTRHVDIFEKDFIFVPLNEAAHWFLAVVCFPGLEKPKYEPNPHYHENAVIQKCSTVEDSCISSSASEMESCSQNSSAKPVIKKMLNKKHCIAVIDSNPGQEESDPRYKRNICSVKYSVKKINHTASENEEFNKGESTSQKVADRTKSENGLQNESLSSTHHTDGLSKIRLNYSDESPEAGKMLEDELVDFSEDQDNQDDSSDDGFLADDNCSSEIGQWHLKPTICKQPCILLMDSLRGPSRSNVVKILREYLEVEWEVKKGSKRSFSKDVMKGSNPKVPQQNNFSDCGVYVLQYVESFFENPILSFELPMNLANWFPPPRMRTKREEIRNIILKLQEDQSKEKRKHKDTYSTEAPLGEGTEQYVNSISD
UBC13 polyUb = human UBC13 polyubiquitination inhibition; P61088; UBC13 polyubiquitin chain formation, TR-FRET; inhibition, % at 20 µM; actives 0.47% (n = 330,000); in the data active means inhibition above about 45%, passing the limit was not always enough
Apaf1 inhib = human Apaf-1 inhibition. O14727. reconstituted apoptosome caspase-3 activity, DEVD-Rh110 fluorescence. inhibition, % at 20 µM. actives 0.71% (n = 330,000); active means inhibition of at least 40% at 20 µM;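 further: plate controls were DMSO wells for no effect and DEVD-CHO caspase inhibitor wells for full effect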
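Assay system: Apoptosome proteins | Medium: pH 7.5 Hepes buffer with CHAPS, BSA, DTT | Also added: Cytochrome c and DEVD-Rh110 substrate | Times: 30 min plus 50 min, RT | Detection: Rhodamine 110 fluorescence at Ex 480/Em 540 nm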
SENP1 inh = inhibitors of human SENP1 SUMO protease catalytic domain | recombinant SENP1 catalytic domain, CyPet-SUMO1-YPet FRET cleavage | inhibition, % at 10 µM | Q9P0U3 | actives 0.21% (n = 360,000);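 active means inhibition at least 30% at 10 µM, raw YFP signal under a set limit, fluorescence ratio 0.5 to 1.5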;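 further: 0% = enzyme with DMSO and 100% = no enzyme wells; some results filed as inactive read as strong as hits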
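Assay system – human recombinant His6-tagged SENP1 catalytic domain enzyme · Input – SENP1 enzyme, 20 pM final · Buffer or medium – Tris pH 8 buffer plus EDTA, NaCl, BME, BSA, NP40, catalase · Schedule – 50 min reaction at room temperature · Technique – FRET read of cyan and yellow fluorescence · Control set – no-enzyme wells low, DMSO-plus-enzyme wells high control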
* = called active by the depositor; & = joins results of further samples.

SMILES | SENP8 block-1 | SENP7 inh | A3G deaminase | SENP8 block-2 | SENP6 inh | UBC13 polyUb | Apaf1 inhib | SENP1 inh
CC(C)(O)[C@H](O)Cc1cc2ccc(=O)oc2cc1O[C@@H]1O[C@H](CO)[C@@H](O)[C@H](O)[C@H]1O | 4 | 5 | -3 | -119 | 8 | 0 | 4 | -1
O=C(COC(=O)COc1ccccc1[N+](=O)[O-])Nc1ccc2c(c1)OCO2 | 11 | 4 | -3 | -2 | 13 | 4 | -6 | 2
COc1ccccc1C(=O)NCC(=O)N1CCN(S(=O)(=O)c2ccc3c(c2)OCCO3)CC1 | -10 | -6 | -10 | 2 | -1 | -1 | 1 | 2
CCOc1ccc2[nH]c(=O)c(CN(Cc3ccccc3)C(=O)N3CCCC3)cc2c1 | 1 | -2 | -4 | -272 | -11 | 9 | 12 | 2
CCOc1ccccc1-n1nnnc1SCC(=O)OC | -8 | -12 | -7 | 7 | -10 | 2 | 5 | 1
CN(C)CCCCCN(C)Cc1cc2ccccc2o1 | -5 | -5 | -7 | 10 | -35 | -21 | 2 | -1
Cc1ccccc1-n1nnnc1SCC(=O)NC1CC1 | 1 | 2 | 8 | 7 | -1 | 7 | -2 | 3
O=C(c1ccc(F)cc1)C1CCN(Cc2ccc(F)cc2)CC1 | -7 | 12 | -6 | -4 | 17 | -2 | -3 | -59
O=C(COC(=O)c1ccccc1)Nc1cccc(S(=O)(=O)N2CCCCC2)c1 | -7 | -9 | -5 | 4 | 7 | -1 | 12 | 0
O=C(NCCCN1CCOCC1)c1cc(-c2cccc(O)c2)on1 | 5 | -2 | -7 | 0 | -12 | -5 | -1 | -8
Cc1cccc(C)c1OCc1cc(C(=O)N2CCC(c3ccccc3)CC2)no1 | -12 | -3 | -8 | 5 | 3 | -7 | 26 | 3
O=C(NCC1CCCCC1)c1ccccc1[N+](=O)[O-] | 5 | -1 | -9 | 13 | 12 | -1 | -7 | -1
COc1ccc(CCNC(=O)C2CCC(=O)N2CCc2ccccc2)cc1OC (configuration not stated) | -3 | -2 | -6 | 11 | -9 | -8 | 5 | 2
Cc1c(Cl)cccc1NC(=O)Cn1nc(C)n2cccc2c1=O | -9 | 1 | -4 | 11 | -11 | 5 | -8 | 0
Cc1ccc(C(=O)O)cc1N1CCCC1=O | -11 | -11 | -8 | 16 | -27 | -12 | -1 | 1
CN(CC(=O)NCc1ccc(F)cc1)S(=O)(=O)c1ccc2c(c1)c(=O)n(C)c(=O)n2C | -10 | -10 | -4 | 12 | -8 | 4 | 6 | 1
O=C(C1CCOCC1)N1CCCC(N2CCN(c3cccc(C(F)(F)F)c3)CC2)C1 (configuration not stated) | 10 | 5 | -7 | 7 | 20 | -18 | -4 | 2
Cc1cc(C)nc(N2CCC(C(=O)Nc3ccc4c(c3)OCO4)CC2)n1 | 4 | 1 | -3 | -24 | 17 | 2 | -8 | 2
COc1cc(/C=C/C(=O)O)cc(S(=O)(=O)NNC(=O)c2ccc3c(c2)OCO3)c1OC | 1 | 7 | 4 | 14 | 12 | 3 | 2 | 1
COc1cc(OC)c(OC)cc1/C=C1/Cc2ccccc2C1=O | 7 | 1 | -15 | -262 | 7 | -6 | -3 | -18
CCN(C(=O)COc1ncnc2ccc(Br)cc12)C1CCS(=O)(=O)C1 (configuration not stated) | -2 | 3 | 0 | 16 | -8 | 3 | -7 | 2
CCCc1nc2ccccc2c(C(=O)OC2CCOC2=O)c1CC (configuration not stated) | 1 | 4 | -6 | 21 | -1 | -3 | 1 | 4
COc1ccc(-c2cc(=O)oc3c(C)c(OC(=O)c4cccs4)ccc23)cc1 | 4 | 2 | -1 | -145 | -8 | 3 | -8 | -3
CC1CCN(C(=O)c2ccc(N3C(=O)c4ccccc4C3=O)cc2)CC1 | -10 | -21 | 2 | 4 | -5 | -3 | -2 | 1
Cc1nnnn1/C(=C\c1ccccc1)C(=O)OCC(=O)Nc1cccc(S(=O)(=O)N(C)C)c1 | -1 | -5 | 33 | 5 | -23 | -3 | 0 | -4
Cc1ccccc1CN1C(=O)c2ccccc2S1(=O)=O | 2 | 1 | -12 | 0 | -10 | 4 | -1 | 0
C/C(=N/NS(=O)(=O)c1ccc(Br)cc1)c1ccc(C)o1 | -13 | -1 | 27 | 16 | 3 | -13 | 6 | 2
CC1(C)O[C@@H]2[C@H](O1)[C@@H](CO)O[C@H]2n1ccc(=O)[nH]c1=O | -11 | -13 | -10 | 8 | 1 | -15 | 0 | 3
COc1cccc(NS(=O)(=O)c2ccc3c(c2)NC(=O)C(C)S3)c1 (configuration not stated) | -8 | -24 | 3 | 6 | -11 | 1 | 11 | -1
CCC1(C)Cc2ccccc2C(=O)N1 (configuration not stated) | 5 | 5 | -8 | 4 | -8 | -5 | -7 | -1
CCOc1ccccc1NC(=O)Nc1ccc2c(c1)OCO2 | 72* | 85* | -4 | -1 | 86* | 6 | 10 | -1
CC1CCN(C(=O)C2CCN(S(=O)(=O)c3cccc4cccnc34)CC2)CC1 | 3 | 4 | -5 | 8 | -1 | 2 | -15 | 0
Cc1c(NC(=O)C2CCCN2C(=O)c2cccs2)c(=O)n(-c2ccccc2)n1C (configuration not stated) | -3 | 3 | -3 | 18 | -12 | 2 | -5 | 2
S=C(NCCc1cnc[nH]1)NC1CCCC1 | 9 | 6 | -5 | 4 | 10 | -1 | -4 | 2
Cc1ccc2[nH]c(=O)c(CN(CCN3CCOCC3)C(=O)Nc3ccc(F)cc3)cc2c1 | -6 | -2 | 1 | -86 | -18 | -9 | 0 | 1
Cc1ccccc1NC(=O)Cc1nc(COC(=O)c2ccccn2)cs1 | -8 | -9 | -3 | -6 | -8 | -5 | 5 | -8
CCOc1ccc(Cn2nnc(C(=O)NCCc3ccc(Cl)cc3)c2N)cc1 | 7 | -8 | -5 | 9 | 2 | -1 | -11 | 0
CSc1nc2ccc(NC(=O)c3c(F)cccc3F)cc2s1 | -10 | 1 | -4 | 10 | -11 | 1 | 15 | 1
CC(=O)N1CC(C)Oc2ccc(S(=O)(=O)NC(CC(=O)O)c3cc(C)ccc3C)cc21 (configuration not stated) | 5 | 3 | -9 | 8 | -2 | 10 | -2 | 2
Cc1ccc(C2CC(c3ccccc3)=NN2C(=O)CSc2nnc(-c3ccc(Cl)cc3)o2)o1 (configuration not stated) | -3 | -7 | -6 | 20 | -8 | -6 | 31 | -2
COc1ccc(N=C2C(=Nc3ccc(OC)cc3)N(c3ccc(OC)cc3)C(=S)N2C)cc1 | 15 | 3 | -1 | -281 | -3 | -3 | 4 | -20
COc1ccc(CCNC(=O)CO/N=C/c2cc3c(cc2Br)OCO3)cc1OC | 1 | -16 | -5 | 3 | 4 | -8 | -1 | 0
COc1ccc(CCNc2oc(COc3ccc(F)cc3)nc2C#N)cc1 | -4 | -4 | -7 | 12 | -6 | 8 | 15 | 0
CCCCN(Cc1cc2cc(OC)ccc2[nH]c1=O)S(=O)(=O)c1ccc(C)cc1 | 1 | -1 | -5 | -418 | -16 | 10 | 9 | -1
O=C(CSc1nnc(-c2ccccc2)o1)Nc1ccccc1F | -8 | -2 | 6 | 6 | 1 | 10 | 3 | 1
CCOC(=O)C1CCN(S(=O)(=O)C(F)(F)c2nc3ccccc3s2)CC1 | -1 | -1 | -1 | 19 | -21 | 9 | -3 | 1
CC1CCC(NS(=O)(=O)c2ccc(N3CCCC3=O)cc2)CC1 (configuration not stated) | -10 | -7 | -5 | 15 | -3 | 5 | 1 | 0
CC(=O)N(Cc1cccnc1)Cc1cc2ccc(C)cc2[nH]c1=O | -3 | 1 | -2 | -53 | -13 | 4 | 6 | -4

In a second layout: entries from further up
Below each SMILES – SENP8 block-1	SENP7 inh	A3G deaminase	SENP8 block-2	SENP6 inh	UBC13 polyUb	Apaf1 inhib	SENP1 inh
Cc1ccc2[nH]c(=O)c(CN(CCN3CCOCC3)C(=O)Nc3ccc(F)cc3)cc2c1
    -6	-2	1	-86	-18	-9	0	1
Cc1ccccc1NC(=O)Cc1nc(COC(=O)c2ccccn2)cs1
    -8	-9	-3	-6	-8	-5	5	-8
CCOc1ccc(Cn2nnc(C(=O)NCCc3ccc(Cl)cc3)c2N)cc1
    7	-8	-5	9	2	-1	-11	0
CSc1nc2ccc(NC(=O)c3c(F)cccc3F)cc2s1
    -10	1	-4	10	-11	1	15	1
CC(=O)N1CC(C)Oc2ccc(S(=O)(=O)NC(CC(=O)O)c3cc(C)ccc3C)cc21 (configuration not stated)
    5	3	-9	8	-2	10	-2	2
Cc1ccc(C2CC(c3ccccc3)=NN2C(=O)CSc2nnc(-c3ccc(Cl)cc3)o2)o1 (configuration not stated)
    -3	-7	-6	20	-8	-6	31	-2
COc1ccc(N=C2C(=Nc3ccc(OC)cc3)N(c3ccc(OC)cc3)C(=S)N2C)cc1
    15	3	-1	-281	-3	-3	4	-20
COc1ccc(CCNC(=O)CO/N=C/c2cc3c(cc2Br)OCO3)cc1OC
    1	-16	-5	3	4	-8	-1	0
COc1ccc(CCNc2oc(COc3ccc(F)cc3)nc2C#N)cc1
    -4	-4	-7	12	-6	8	15	0
CCCCN(Cc1cc2cc(OC)ccc2[nH]c1=O)S(=O)(=O)c1ccc(C)cc1
    1	-1	-5	-418	-16	10	9	-1
O=C(CSc1nnc(-c2ccccc2)o1)Nc1ccccc1F
    -8	-2	6	6	1	10	3	1

(listing goes on)
SMILES | SENP8 block-1 | SENP7 inh | A3G deaminase | SENP8 block-2 | SENP6 inh | UBC13 polyUb | Apaf1 inhib | SENP1 inh
Cc1cc(C)n(-c2ccc(Cl)c(C(=O)Nc3ccc(-c4nnc5n4CCCCC5)cc3)n2)n1 | 12 | -4 | -4 | 12 | 1 | 5 | 11 | 0
CSCCC(NC(=O)COc1ccccc1)C(=O)OCC(=O)c1cc2ccccc2o1 (configuration not stated) | 1 | -12 | -8 | -15 | -9 | 1 | 7 | -8
O=c1cc(-c2ccccc2F)nc(-c2ccccc2F)o1 | -8 | -4 | -3 | 6 | 0 | -2 | 0 | 0
Cc1ccc(CNC(=O)c2cc(-c3ccccc3)n(Cc3cc(C)no3)n2)cc1 | -3 | 0 | -2 | 13 | -5 | 5 | 15 | -1
COc1cc(NC(=O)c2nccnc2N)cc(C(=O)Nc2cccc(C(F)(F)F)c2)c1 | 10 | 1 | -6 | -312 | -7 | 20 | -4 | -15&-12
CCN(CC)S(=O)(=O)c1ccc(/C=C/C(=O)Nc2cccc(F)c2)cc1 | -8 | -1 | -2 | -12 | -10 | 7 | 11 | 1
CCOCCCNC(=O)Cc1ccc(OC)c(OC)c1 | -3 | -12 | -6 | 13 | -8 | -5 | 5 | 2
CN(CC(=O)Nc1ccc(Cl)cc1)C(=O)CCc1nc2sc3c(c2c(=O)[nH]1)CCCC3 | -6 | 6 | 4 | -76 | -20 | -1 | 12 | -35
O=C(C1CCN(S(=O)(=O)c2cccc3cccnc23)CC1)N1CCCCC1 | 5 | 8 | -1 | 16 | -6 | -12 | -1 | 0
COc1ccc(NC(=O)C2CCN(c3cc(-c4ccccc4)nc4ncnn34)CC2)cc1OC | -4 | -6 | -3 | -54 | -3 | 13 | -6 | 2

Two compounds from above, limited to SENP8 block-2.
| compound | SENP8 block-2 |
| --- | --- |
| CN(CC(=O)Nc1ccc(Cl)cc1)C(=O)CCc1nc2sc3c(c2c(=O)[nH]1)CCCC3 | -76 |
| Cc1cc(C)n(-c2ccc(Cl)c(C(=O)Nc3ccc(-c4nnc5n4CCCCC5)cc3)n2)n1 | 12 |
